Screening data from PubChem BioAssay.
aSyn yeast inh: alpha-synuclein toxicity inhibition in yeast; 370,000 compounds, 0.14% hits; AID 652106; Yeast expressing alpha-synuclein, growth rescue, BacTiter-Glo, 24 h; Potency, µM (top dose mostly 46.1 µM), inactives show at the highest dose growth rescue (activation), usual class: activators; further: potency means the concentration at half of the fitted maximal effect; % of control where 0% means no effect; nearly all actives have a fitted effect of over 65% in size
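Readout is rescue of growth in alpha-synuclein-expressing yeast, so inhibitors of toxicity appear as activators. Growth after 24 hr at 30 deg C in galactose medium is quantified by luminescence.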
HEK293 tox: cytotoxicity counter-screen for GLP-1 receptor inverse agonists; HEK293 cAMP-luciferase reporter cells, luminescence, 24 h; Potency, µM (top dose mostly 38.3 µM), for inactives: top-dose activity change, negative = inhibition, actives largely listed as inhibitors; 410,000 compounds, 0.13% hits;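 further: loss of luciferase light is scored as toxicity; potency means the concentration at half of the fitted maximal effect; on the % scale 0 is the no-effect control and ±100 the full control effect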
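1536-well qHTS counterscreen of the MLSMR; 200 cells/uL, 12 h pre-incubation, 23 nL cpd, 24 h at 37 deg C 5% CO2, luciferase detection reagent, 12 min RT, luminescence. Inhibition = undesired.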
TDP-43 yeast inh: TDP-43 toxicity inhibition in yeast; Potency, µM (top dose mostly 46.1 µM), inactives show at the highest dose growth rescue (activation), most hits filed as activators; 410,000 compounds, 1.8% hits; AID 652104; TDP-43 expressing yeast growth rescue, BacTiter-Glo, 24 h; further: potency means the concentration at half of the fitted maximal effect; % of control where 0% means no effect; nearly all actives have a fitted effect of over 50% in size
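Cell-based yeast growth screen: TDP-43 expression induced in galactose, inoculum OD600=0.02 after raffinose pregrowth to mid-log. Read-out BacTiter-Glo luminescence at 24 hr, 30 deg C; inhibition of toxicity seen as signal increase.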
DRD3 agonist: agonists of human D3 dopamine receptor; 410,000 compounds, 0.58% hits; P35462; D3R DiscoveRx beta-arrestin cells, luminescence, 90 min; max activation, %; AID 652048; in the data active means max activation above about 30%; further: 0% is about no effect; mostly tested at two doses, the higher about 12 µM
Target sequence (P35462 whole entry, looked up): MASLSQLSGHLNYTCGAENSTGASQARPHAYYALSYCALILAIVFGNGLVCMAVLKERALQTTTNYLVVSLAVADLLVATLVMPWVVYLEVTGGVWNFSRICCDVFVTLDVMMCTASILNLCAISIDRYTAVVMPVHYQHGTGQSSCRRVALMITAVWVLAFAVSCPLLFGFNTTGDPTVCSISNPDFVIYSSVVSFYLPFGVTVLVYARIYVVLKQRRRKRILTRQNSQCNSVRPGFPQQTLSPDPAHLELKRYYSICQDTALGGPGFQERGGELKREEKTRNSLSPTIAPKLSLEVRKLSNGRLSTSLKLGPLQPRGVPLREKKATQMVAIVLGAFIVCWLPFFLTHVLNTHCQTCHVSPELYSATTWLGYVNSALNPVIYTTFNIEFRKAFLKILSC
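Cells at 1500/well, incubated overnight, then treated with pinned compounds (dopamine as control) for 90 min at 37 degrees C. DiscoveRx reagent added for 30 - 60 minutes at room temperature; luminescence read.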
D3 antag: blocks the human D3 dopamine receptor. P35462. D3R cells, DiscoveRx beta-arrestin luminescence, antagonist mode; stronger effect = lower value. 360,000 compounds, 2.5% hits. AID 652054. max response, negative = inhibition, %; in the data active means max response below about -50%; inconclusive means no clear call, values can overlap the other calls; further: on the % scale 0 is the no-effect control and ±100 the full control effect; mostly tested at two doses, the higher about 12 µM
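Cells expressing the human receptor were seeded at 1500 cells/well, incubated overnight at 37 degrees C in 5% CO2, then exposed to library compounds with dopamine controls for 90 minutes at 37 degrees C before luminescent detection.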
KB-V1 cytotox: kills drug-selected multidrug resistant KB-V1 cells | KB-V1 MDR cells viability, CellTiter-Glo, 72 h | 400,000 compounds, 3.4% hits | Potency, µM (doses to about 46.1 µM), for the others: at the highest dose activity change, negative = cytotoxicity, usual class: cytotoxic | AID 1347076; further: potency means the concentration at half of the fitted maximal effect; on the % scale 0 is the no-effect control and ±100 the full control effect; nearly all actives have a fitted effect of over 60% in size
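In this primary screen, KB-V1 cells overexpressing P-gp are incubated with library compounds (lowest to highest concentration) for 72 h at 37 degrees C before a luminescent ATP viability read.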
PTHR1 ag: PTHR1 (human) receptor agonism; Q03431; Potency, µM (highest dose often 115 µM), for the others: at the top dose activation, actives largely listed as activators; 410,000 compounds, 0.075% hits; HEK293 GP2 PTHR1 cells, GloSensor cAMP luminescence, 1 h; further: potency means the concentration at half of the fitted maximal effect; nearly all actives have a fitted effect of over 55% in size; some results filed as inactive show a strong effect at the top dose; inactives centre near -15; many of its hits are not listed in these tables
Target sequence (Q03431 whole entry, looked up): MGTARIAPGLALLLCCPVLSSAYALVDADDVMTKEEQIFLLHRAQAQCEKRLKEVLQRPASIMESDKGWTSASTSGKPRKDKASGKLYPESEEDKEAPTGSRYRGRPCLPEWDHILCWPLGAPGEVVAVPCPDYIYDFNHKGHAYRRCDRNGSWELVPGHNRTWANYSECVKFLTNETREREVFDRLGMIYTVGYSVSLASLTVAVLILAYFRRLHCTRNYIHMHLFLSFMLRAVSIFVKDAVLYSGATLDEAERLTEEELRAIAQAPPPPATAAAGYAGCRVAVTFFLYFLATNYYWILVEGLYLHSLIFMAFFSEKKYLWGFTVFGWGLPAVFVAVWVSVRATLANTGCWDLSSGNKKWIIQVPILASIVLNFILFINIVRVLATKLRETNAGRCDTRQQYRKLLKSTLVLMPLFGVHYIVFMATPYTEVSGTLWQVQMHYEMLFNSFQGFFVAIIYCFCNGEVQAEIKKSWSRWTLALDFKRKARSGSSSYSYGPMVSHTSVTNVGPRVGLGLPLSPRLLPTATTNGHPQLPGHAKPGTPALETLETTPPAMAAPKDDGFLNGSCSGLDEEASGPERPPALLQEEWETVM
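HEK-293-derived GP2 cells expressing PTHR1 and a GloSensor cAMP reporter, 3,000/well, plated overnight, given luciferin plus IBMX (each 0.5 mM as added) for 1 h at 37 °C, then compound for 1 h at 37 °C. Luminescence was read after 15 min at room temperature.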
GLP1R ag: GLP-1 receptor (human) agonism | P43220 | HEK293 GLP-1R CRE-luciferase, luminescence, 4-6 h; cells express a hypersensitive GLP-1R form | Potency, µM (series often up to 45.6 µM), for the others: at the top dose activation, actives largely listed as activators | 380,000 compounds, 0.007% hits; further: potency means the concentration at half of the fitted maximal effect; % of control where 0% means no effect
GLP1R inv ag: inverse agonists of human GLP-1 receptor | AID 624417 | 410,000 compounds, 1.6% hits | P43220 | Potency, µM (highest dose often 38.3 µM), without a hit: at the highest dose activity change, negative = inhibition, actives largely listed as inhibitors | HEK293 GLP-1R CRE-luciferase, luminescence, 24 h; GLP-1R form is constitutively active; further: potency means the concentration at half of the fitted maximal effect; on the % scale 0 is the no-effect control and ±100 the full control effect; nearly all actives have a fitted effect of over 55% in size
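HEK293 cells stably co-expressing constitutively active GLP-1R and a cAMP-responsive luciferase reporter were seeded in DMEM with 10% Nu serum, given compounds after 12 h, and incubated 24 h at 37 deg C. Luminescence was then read.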
* hit, by the source's call; i = inactive; ? = inconclusive; . = not tested or not shown; & = joins results of further samples; [ ] = remark or other dose. Unless noted, the call rests on the fitted dose curve; in most records, active means well fitted curve in the direction sought with a large enough effect; inconclusive means small, poorly fitted or top-dose-only effect, or another doubt; inactive means no such curve, though single readings can be large; an effect the other way counts as inactive or inconclusive. An excerpt; the hit share may differ from the screen's.

SMILES	aSyn yeast inh	HEK293 tox	TDP-43 yeast inh	DRD3 agonist	D3 antag	KB-V1 cytotox	PTHR1 ag	GLP1R ag	GLP1R inv ag
Cc1ccc(Nc2c(-c3ccc(N4CCOCC4)cc3)nc3ncccn23)c(C)c1	11%	88%&3%[activator]	0%&21%	9&-3	4	14%&-13%	i	8%	-6%&-30%
CC(C)(C)OC(=O)NCc1nc(N)n[nH]1	2%	0%	-8%	3	-9	?	9%[57.5 µM]	-11%	5%
Cc1cc(C)cc(-n2c(-c3ccccc3)c(C)n3c4c(=O)n(C)c(=O)n(C)c4nc23)c1	0%	14%	4%	-7	.	-8%	0%	-3%	2%
CCCCOc1ccc(C(=O)Nc2ccc(S(=O)(=O)Nc3nc(C)cc(C)n3)cc2)cc1	1%	-21%	0%	11	.	0%	-47%	-6%	?
COc1ccc(C(CNC(=O)CNC(=O)c2ccc(F)cc2)N2CCCC2)cc1 (stereo unspecified)	-1%	0%	13%	-18	-7	21%	-20%	-1%	-10%
O=C(Nn1nnnc1Nc1ccccc1)C12CC3CC(CC(C3)C1)C2	5%	?	7%	0	0	-14%	i	-1%	?
Cc1c(/C(O)=C2\C(=O)C(=O)N(CCN(C)C)C2c2cccs2)cnn1-c1ccccc1 (stereo unspecified)	8%	-6%	?	-4	-6	0%	i	-10%	-19%
O=C(Nc1ccccc1)N1CCC(=S)Nc2ccccc21	-5%	9%	10%	12	8	24%	i	7%	6%
O=C(Nc1cc(Cl)cc(Cl)c1)N1CCCC1	-74%[inhibitor]	3%	-79%[inhibitor]	0	24	-1%	i	7%	-17%
COc1ccc(Cl)cc1NS(=O)(=O)c1cc(-c2cc(C)no2)ccc1C	.	-34%	23%	-17	.	3.7µM*	-25%	.	?
CCCCC[C@@H](C)N1C[C@@H](COCc2ccccc2)Oc2cc(N3CC[C@@H](N(C)C)C3)ccc2S1(=O)=O	-40%[inhibitor]	?	?	-10	9	21µM*	-93%[inhibitor]	-2%	?
O=C(NCc1ccco1)c1ccc(Cn2c(=O)c3ccccc3n(Cc3ccc(Cl)cc3)c2=O)cc1	10%	-16%	0%	-3	-4	-18%	i	3%	0%
Cc1ccc(C(=O)Nc2cccc(C(F)(F)F)c2)cc1Nc1cnccn1	5%	?	6%	-8	-17	-9%	-23%	11%	-9%
C/C(=N\NC(=O)CNC(=O)c1ccccc1Br)c1ccco1	0%	1%	-12%	0	5	-2%	i	0%	10%
CCn1c(-c2sc(-c3ccccc3)nc2C)n[nH]c1=S	1%	?	10%[9.22 µM]	-3	-3	?	-18%	7%	?
CCCCNC(=O)C[C@@H]1C[C@@]2(C(=O)OCC)CCC=C2N(Cc2ccc3c(c2)OCO3)C1=O	-3%	-2%	13%	7	7	22%	-4%	0%	-20%
Cc1ccc(S(=O)(=O)Oc2ccc(C3C4=C(CCCC4=O)N(CCC(=O)O)C4=C3C(=O)CCC4)cc2Cl)cc1	-21%	2%[1.53 µM]	-36%[inhibitor]	-6	-3	-10%	-5%	1%	9%
O=C(CC1SC(N2CCCC2)=NC1=O)Nc1ccc(C(=O)NCc2ccccc2F)cc1 (stereo unspecified)	-1%	0%	-1%	-2	0	10%	-62%[inhibitor]	-2%	5%
Cc1[nH]nc(-c2ccc(OCc3cnn(-c4ccccc4)c3)cc2O)c1Oc1ccccc1F	0%	21%	10%	-3	?	?	-5%[57.5 µM]	-1%	?
NC(=S)N/N=C/c1ccc(/C=N/NC(N)=S)cc1	1%	5%	?	-15	-4	0%	-12%	-7%	14%
CN(C)C(=O)CS(=O)(=O)c1ccc(Cl)cc1	0%	2%	-13%	0	-10	16%	-5%	-2%	0%
Cc1cc(S(=O)(=O)Nc2ccc3[nH]c(=O)sc3c2)ccc1F	.	10%	26%	-5	.	.	-31%[inhibitor]	.	-12%
COc1ccc(C)cc1S(=O)(=O)N1CCCC(C(=O)NCc2ccccn2)C1 (stereo unspecified)	-2%	-2%	-25%	1	-8	?	-8%	2%	22%
CN1CCN(CC#CC2(O)CCCCC2)CC1	-2%	-2%	-10%	-7	-30	1%	-2%[57.5 µM]	-1%	-12%
O=C(CC(=O)c1ccccc1)Nc1ccc(Cl)cc1	-9%	-13%	-5%	-5	-2	14%	-15%	2%	?
Cc1oc2cc(O)ccc2c(=O)c1Oc1ccccc1Br	1%	-20%	23%	1	29	0%	-25%	-1%	?
Cc1cc(C(=O)N2CCN(c3ccccc3Cl)CC2)c(C)o1	24%	1%	?	-14	-16	0%	i	7%	?
Cc1ccc(/C=N/n2c(C)nnc2C)s1	-11%	-5%	4%	3	17	18%	-2%	-11%	16%
Cc1ccc(S(=O)(=O)Nc2ccc3c(c2)nc(CCN2CCCC2)n3C)cc1	-6%	-24%	8%	-14	-57*	?	-8%	8%	18%
COc1ccc(-c2oc3ncn4nc(COc5c(C)cccc5C)nc4c3c2-c2ccc(OC)cc2)cc1	.	4%	18%	1	.	2%	i	.	2%

Part of the list above, with each value named:
CN(C)C(=O)CS(=O)(=O)c1ccc(Cl)cc1
  aSyn yeast inh: 0%
  HEK293 tox: 2%
  TDP-43 yeast inh: -13%
  DRD3 agonist: 0
  D3 antag: -10
  KB-V1 cytotox: 16%
  PTHR1 ag: -5%
  GLP1R ag: -2%
  GLP1R inv ag: 0%

Cc1cc(S(=O)(=O)Nc2ccc3[nH]c(=O)sc3c2)ccc1F
  aSyn yeast inh: .
  HEK293 tox: 10%
  TDP-43 yeast inh: 26%
  DRD3 agonist: -5
  D3 antag: .
  KB-V1 cytotox: .
  PTHR1 ag: -31%[inhibitor]
  GLP1R ag: .
  GLP1R inv ag: -12%

COc1ccc(C)cc1S(=O)(=O)N1CCCC(C(=O)NCc2ccccn2)C1 (stereo unspecified)
  aSyn yeast inh: -2%
  HEK293 tox: -2%
  TDP-43 yeast inh: -25%
  DRD3 agonist: 1
  D3 antag: -8
  KB-V1 cytotox: ?
  PTHR1 ag: -8%
  GLP1R ag: 2%
  GLP1R inv ag: 22%

CN1CCN(CC#CC2(O)CCCCC2)CC1
  aSyn yeast inh: -2%
  HEK293 tox: -2%
  TDP-43 yeast inh: -10%
  DRD3 agonist: -7
  D3 antag: -30
  KB-V1 cytotox: 1%
  PTHR1 ag: -2%[57.5 µM]
  GLP1R ag: -1%
  GLP1R inv ag: -12%

(continued)
SMILES	aSyn yeast inh	HEK293 tox	TDP-43 yeast inh	DRD3 agonist	D3 antag	KB-V1 cytotox	PTHR1 ag	GLP1R ag	GLP1R inv ag
Cc1cccc(-n2ccnc2CN2CCC(CO)(Cc3ccccc3)CC2)c1	11%	0%	12%	-9	2	-11%	i	6%	-20%
COC(=O)[C@]12CCCCC=C1N(Cc1cccc3ccccc13)C(=O)[C@H](CC(=O)NCC13CC4CC(CC(C4)C1)C3)C2	15%	17%	15%	-6	4	?	-15%	-9%	?
Cc1cccc(N2CCN(c3nnc(C(F)(F)F)s3)CC2)c1	5%	0%	4%	0	-2	3%	i	4%	8%
O=C(Cn1cnc([N+](=O)[O-])n1)N/N=C/c1ccc(O)cc1O	-3%	-17%	-9%	14	5	16%	i	15%	?
CCNC(=S)NNC(=O)c1ccc2ncccc2c1	3%	-5%	.	5	3	-17%	i	-1%	21%
Nc1cccn2c(-c3ccc(Cl)cc3)cnc12	-9%	24%	5%	-16	-17	-4%	-66%[inhibitor]	8%	-3%
Cc1ccc(CS(=O)(=O)c2ncn[nH]2)cc1	2%	-14%	-17%[1.82 µM]	8	2	28%	i	3%	-27%
CCn1cc(C(=O)OCC(=O)NCc2ccc3c(c2)OCO3)c(=O)c2ccc(C)nc21	-5%	-16%	2%	-7	-4	-7%	0%	-1%	-16%
O=C1NC(=Nc2ccccc2)/C(=C/c2ccco2)S1	-4%	5%	?	-10	-23	0%	-8%	6%	9%
CCOc1ccc(N2C(=O)C3C4C=CC([C@H]5CC45)[C@@H]3C2=O)cc1 (stereo partly specified)	0%	0%	?	4	29	2%	i	-1%	?
Cc1cccc(OCc2nnc(SCC(=O)Nc3ccc(N4CCOCC4)cc3)o2)c1	-5%	0%	-7%	1	-8	-5%	i	9%	-1%
CCOc1ccc(S(=O)(=O)N2CCOCC2)cc1NC(=O)CSCc1ccc(C)cc1	14%	-28%	12%	-2	-4	?	-4%	25%	?
CC(C)(C)OC(=O)NCCc1nnc(SCc2ccccc2Cl)o1	11%	3%	?	-2	-12	0%	-33%[inhibitor]	22%	0%
COc1ccc(-n2c(-c3cc(-c4ccccc4)sc3N)n[nH]c2=S)cc1	-5%	5%	-5%[1.82 µM]	-1	3	-19%	i	16%	54%[activator]
COc1cc(C2C(C(=O)c3cccs3)=C(O)C(=O)N2c2cc(C)on2)ccc1O (stereo unspecified)	-2%	7%	-14%	-2	0	4%	-2%[57.5 µM]	0%	-28%
Cc1cc(C)n(-c2ccc(NC(=O)C3CCCCN3C(=O)c3ccc(C)s3)cc2)n1 (stereo unspecified)	0%	9%	5%	-3	-4	.	-11%	7%	?
O=C(NCCc1ccccc1)c1ccc(NS(=O)(=O)c2ccc3[nH]c(=O)[nH]c3c2)cc1	-8%	30%	-8%	-8	?	24%	i	-1%	26%
O=C(c1ccc(S(=O)(=O)N2CCC(c3nc4ccccc4s3)CC2)cc1)N1CCOCC1	9%	1%	-16%	-12	15	-12%	i	-1%	2%
